Screening data deposited in PubChem BioAssay by National Center for Advancing Translational Sciences (NCATS).
CHX counter: counter-screen hit for Shiga toxin inhibitors, cycloheximide | cell reporter, cycloheximide protein synthesis inhibition counterscreen | max response, % | actives 12% (n = 300,000) | AID 2314; in the data active = max response mostly above about 13%, no sharp cut-off; inactive = mostly below about 14%; also: read at 38.3 µM for the half of the compounds with a filed dose; 0% is about no effect
Giardia FBPA inh: inhibitors of Giardia lamblia fructose-1,6-bisphosphate aldolase; A8B2U2; purified Giardia FBPA; Potency, µM (highest dose often 59.6 µM), for inactives: at the highest dose activity, negative = inhibition, hits mostly inhibitors; actives 0.71% (n = 290,000); also: potency is read from the fitted curve at half-maximal effect; % is scaled to controls: 0 for no effect and ±100 for the full control effect; nearly all actives have a fitted effect of over 55% in size
Target sequence (A8B2U2 whole entry, looked up): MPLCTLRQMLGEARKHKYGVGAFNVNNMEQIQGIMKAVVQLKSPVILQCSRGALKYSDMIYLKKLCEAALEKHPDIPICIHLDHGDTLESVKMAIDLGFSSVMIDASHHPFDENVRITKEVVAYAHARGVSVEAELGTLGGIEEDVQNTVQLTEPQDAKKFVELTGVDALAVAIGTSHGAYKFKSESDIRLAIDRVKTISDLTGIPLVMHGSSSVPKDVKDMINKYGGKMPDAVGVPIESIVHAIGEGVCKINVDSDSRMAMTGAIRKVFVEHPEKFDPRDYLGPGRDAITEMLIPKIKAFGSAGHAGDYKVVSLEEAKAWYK
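Giardia FBPA (40 nM reagent) was preincubated 10 min at RT with compound (up to 57.5 uM final), then substrate plus GAPDH/TPI/NAD/arsenate coupling system with diaphorase/resazurin was added; resorufin fluorescence (525/598 nm) was read after 20 min.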
Pf growth 96h: P. falciparum growth inhibition at 96 hours. P. falciparum luciferase reporter growth, 96 h. Potency, µM (titrated, usually from 28.7 µM), inactives show at the highest dose activity change, negative = inhibition, actives largely listed as inhibitors. actives 6.9% (n = 320,000); also: potency is read from the fitted curve at half-maximal effect; % is scaled to controls: 0 for no effect and ±100 for the full control effect
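Luminescence readout: decreased luciferase signal marks inhibited growth of reporter-expressing P. falciparum in infected red cells (2% hematocrit, 0.05% parasitemia final), exposed to compound two generations (96 h, 37 C, 5% CO2).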
Sm TGR inh: blocks Schistosoma mansoni thioredoxin glutathione reductase. Potency, µM (highest dose often 114 µM), for inactives: at the top dose activity change, negative = inhibition, hits mostly inhibitors. purified TGR, DTNB reduction, TNB absorbance 405 nm. actives 3% (n = 360,000); also: potency is read from the fitted curve at half-maximal effect; % is scaled to controls: 0 for no effect and ±100 for the full control effect; nearly all actives have a fitted effect of over 60% in size
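First, TGR (20 nM dispensed) and NADPH were mixed with compound. Second, a 15 min room-temperature incubation followed. Third, further NADPH and then DTNB were added to start the reaction. Finally, TNB absorbance was monitored kinetically.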
Shiga inhibitor: blocks Shiga toxin action in Vero cells; Vero cells, Shiga toxin protein synthesis inhibition reporter; inhibition, % at 38.7 µM; actives 9.2% (n = 290,000); in the data active = inhibition mostly above about 28%, no sharp cut-off; inactive = mostly below about 43%; also: 0% is about no effect
Pf growth 48h: inhibits P. falciparum growth in the first generation, 48 h. Potency, µM (series often up to 28.7 µM), for the others: top-dose activity change, negative = inhibition, hits mostly inhibitors. actives 5.9% (n = 310,000). P. falciparum luciferase growth in erythrocytes, 48 h; also: potency is read from the fitted curve at half-maximal effect; % is scaled to controls: 0 for no effect and ±100 for the full control effect
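Compounds are pin-transferred into medium, infected erythrocytes (2% hematocrit, 0.1% parasitemia final) are added, and plates sit one parasite generation at 37 C in 5% CO2. Detection reagent is then added and luminescence measured.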
* hit, by the source's call; & = joins results of further samples; [ ] = another dose, or the depositor's remark. Unless noted, calls follow the shape of the dose curve; as a rule, active = well fitted curve in the direction sought with a large enough effect; inconclusive = small, poorly fitted or top-dose-only effect, or another doubt; inactive = no such curve, though single readings can be large; an effect the other way counts as inactive or inconclusive.

What do the screens show for `CCC(C)Sc1nnc(NS(=O)(=O)Cc2ccccc2)s1` (stereo not drawn)?
CHX counter: 15*; Giardia FBPA inh: -11%; Pf growth 96h: inconclusive; Sm TGR inh: 32%; Shiga inhibitor: 22; Pf growth 48h: -13%

How did C=CCc1cccc(CNc2c(C)n(C)n(-c3ccccc3)c2=O)c1O do in these assays?
CHX counter: 1; Giardia FBPA inh: -3%; Pf growth 96h: 66%; Sm TGR inh: -1%; Shiga inhibitor: -11; Pf growth 48h: 10µM*

How did COc1ccc(NC(=O)NCCCN2CCCC2=O)cc1 do in these assays?
CHX counter: 6; Giardia FBPA inh: -1%; Pf growth 96h: inconclusive; Sm TGR inh: -1%; Shiga inhibitor: 12; Pf growth 48h: 14%

What do the screens show for `Cc1ccc(S(=O)(=O)n2nc(OC(=O)C(C)(C)C)cc2N)cc1`?
CHX counter: -1; Giardia FBPA inh: 3%; Pf growth 96h: 0%; Sm TGR inh: 1%; Shiga inhibitor: -16; Pf growth 48h: 34%[activator]

How did COc1cc2ncnc(NCc3ccc(C)cc3)c2cc1OC do in these assays?
CHX counter: -4; Giardia FBPA inh: -3%; Pf growth 96h: inconclusive; Sm TGR inh: -3%; Shiga inhibitor: -8; Pf growth 48h: inconclusive

Results for NC(=O)c1ccccc1NC(=O)Nc1cccc(Cl)c1 ?
CHX counter: 21*; Giardia FBPA inh: -5%; Pf growth 96h: 34%[activator]; Sm TGR inh: -3%; Shiga inhibitor: 45*; Pf growth 48h: 24%

Results for COC(=O)c1ccc2c(=O)n(-c3ccccc3)c(=S)[nH]c2c1 ?
CHX counter: 8; Giardia FBPA inh: inconclusive; Pf growth 96h: -50%; Sm TGR inh: -3%; Shiga inhibitor: 19; Pf growth 48h: 2%

Results for O=C(O)c1nn(-c2ccc(Cl)cc2)ccc1=O ?
CHX counter: 1; Giardia FBPA inh: 2%; Pf growth 96h: -24%; Sm TGR inh: -8%; Shiga inhibitor: -21; Pf growth 48h: 6%

How did O=C(Nc1ccc(N2CCOCC2)nc1N1CCOCC1)c1cccc(C(F)(F)F)c1 do in these assays?
CHX counter: -5; Giardia FBPA inh: -16%; Pf growth 96h: inconclusive; Sm TGR inh: 7%; Shiga inhibitor: -8; Pf growth 48h: -3%

How did CN1C(=O)c2cccc3c(S(=O)(=O)N(C)C)ccc1c23 do in these assays?
CHX counter: -1; Giardia FBPA inh: -7%; Pf growth 96h: inconclusive; Sm TGR inh: 2%; Pf growth 48h: -1%

What do the screens show for `Cc1ccc(S(=O)(=O)N(CC(=O)NN=C2CCN(C)CC2)c2ccc(C(C)C)cc2)cc1`?
CHX counter: 1; Giardia FBPA inh: 5%; Pf growth 96h: 3%; Sm TGR inh: 1%; Shiga inhibitor: -13; Pf growth 48h: inconclusive

What do the screens show for `CCN(CC(=O)NCc1cccs1)C(=O)/C=C/c1ccc(OC)cc1OC`?
Pf growth 96h: 8%; Sm TGR inh: -1%; Pf growth 48h: 2%

What do the screens show for `Cc1cccc(NC(=O)CSCc2nc3c(nnn3Cc3ccc(F)cc3)c(=O)[nH]2)c1C`?
CHX counter: -1; Giardia FBPA inh: 3%; Pf growth 96h: -29%; Sm TGR inh: 0%[57.1 µM]; Shiga inhibitor: 9; Pf growth 48h: 5%

What do the screens show for `O=C(CCNC(=O)c1ccccc1Cl)Nc1cccc(S(=O)(=O)N2CCOCC2)c1`?
Pf growth 96h: 1%; Sm TGR inh: -9%; Pf growth 48h: inconclusive

How did Cc1ccc(/C=N/NC(=O)C(NC(=O)c2ccccc2)c2n[nH]c(=O)c3ccccc23)cc1 (stereo not drawn) do in these assays?
CHX counter: 13; Giardia FBPA inh: 3%; Pf growth 96h: inconclusive; Sm TGR inh: 12%; Shiga inhibitor: 26; Pf growth 48h: -9%

Results for CCCCN1C(=O)c2ccc(C(=O)Nc3ccc(S(=O)(=O)N(C)C)cc3)cc2C1=O ?
CHX counter: -1; Giardia FBPA inh: -4%; Pf growth 96h: 23%; Sm TGR inh: -16%; Shiga inhibitor: -3; Pf growth 48h: 15%

How did CCc1nn(CC(=O)NCCCc2ccccc2)c(=O)c2cc3cc(F)ccc3n12 do in these assays?
CHX counter: 10; Giardia FBPA inh: -10%; Pf growth 96h: inconclusive; Sm TGR inh: 6%&-7%; Shiga inhibitor: -2; Pf growth 48h: 1%

How did CS(=O)(=O)N1CCN(c2ccc(NC(=O)COc3ccccc3[N+](=O)[O-])cc2)CC1 do in these assays?
CHX counter: 4; Pf growth 96h: -7%; Sm TGR inh: 0%; Shiga inhibitor: -16; Pf growth 48h: 7%

Results for COc1cc2nc(N(CCCN(C)C)C(=O)c3ccc(C(=O)c4ccccc4)cc3)sc2cc1OC ?
Pf growth 96h: inconclusive; Sm TGR inh: 2%; Pf growth 48h: inconclusive

What do the screens show for `CCOc1c(O)ccc(C2NC(=O)NC(C)=C2C(=O)OC)c1[N+](=O)[O-]` (stereo not drawn)?
CHX counter: -2; Giardia FBPA inh: inconclusive; Pf growth 96h: inconclusive; Sm TGR inh: -21%; Shiga inhibitor: -8; Pf growth 48h: 11%

What do the screens show for `Cc1cnc(C(=O)Nc2ccc(C)c(S(=O)(=O)N3CCCCC3)c2)cn1`?
Pf growth 96h: -27%; Sm TGR inh: -3%; Pf growth 48h: inconclusive

Results for O=C(Nc1nnc(C2CCCCC2)s1)c1ccco1 ?
CHX counter: 34*; Giardia FBPA inh: 9%; Pf growth 96h: inconclusive; Sm TGR inh: 3%; Shiga inhibitor: 80*; Pf growth 48h: 69%[activator]

How did Cn1ccc(C(=O)N2CCCc3ccccc32)n1 do in these assays?
CHX counter: -2; Giardia FBPA inh: 4%; Pf growth 96h: -8%; Sm TGR inh: 12%; Shiga inhibitor: -3; Pf growth 48h: 11%

What do the screens show for `CCCCNC(=O)c1c[nH]c2ccc(S(=O)(=O)N3CCOCC3)cc2c1=O`?
CHX counter: 10; Giardia FBPA inh: 2%; Pf growth 96h: -30%; Sm TGR inh: 4%; Shiga inhibitor: 26; Pf growth 48h: inconclusive

Results for O=C(c1cccc(F)c1)N1C2C=CC(C2)C1(C(F)(F)F)C(F)(F)F (stereo not drawn) ?
CHX counter: 1; Giardia FBPA inh: 0%; Pf growth 96h: inconclusive; Sm TGR inh: 34%; Shiga inhibitor: -5; Pf growth 48h: -5%

Results for O=C(Nc1ccc(F)cc1)c1ccc(CSc2ccccc2)o1 ?
CHX counter: 21*; Giardia FBPA inh: -9%; Pf growth 96h: inconclusive; Sm TGR inh: -10%; Shiga inhibitor: 5; Pf growth 48h: 0%

What do the screens show for `COC(=O)C1=C(C)N(c2cc(C)cc(C)c2)/C(=C/c2ccc(O)cc2)C1=O`?
CHX counter: 3; Giardia FBPA inh: -7%; Pf growth 96h: 4%; Sm TGR inh: -20%; Shiga inhibitor: 4; Pf growth 48h: inconclusive

What do the screens show for `CC(C)(C)c1ccc(S(=O)(=O)N2C=CC(C(F)(F)F)=NCC2)cc1`?
CHX counter: -4; Giardia FBPA inh: -4%; Sm TGR inh: -4%; Shiga inhibitor: -10; Pf growth 48h: 6%

What do the screens show for `CC1C(=O)Nc2ccc(S(=O)(=O)Nc3ccccc3Br)cc2NC1=O` (stereo not drawn)?
CHX counter: -1; Giardia FBPA inh: -14%; Pf growth 96h: inconclusive; Sm TGR inh: 0%&-7%; Shiga inhibitor: 14; Pf growth 48h: 14%

What do the screens show for `CCN1CCN(C(=O)CS(=O)Cc2nc(-c3cccc(C)c3)oc2C)CC1` (stereo not drawn)?
CHX counter: 15; Giardia FBPA inh: 11%; Pf growth 96h: 23%; Sm TGR inh: 40µM*; Shiga inhibitor: -3; Pf growth 48h: 14%

Results for CCCCn1c(N)c(N(CCOC)C(=O)c2cc3ccccc3cc2OC)c(=O)[nH]c1=O ?
Pf growth 96h: 18%; Sm TGR inh: 1%; Pf growth 48h: -1%

What do the screens show for `COc1ccccc1C(=O)Nc1c(C)n(C)n(-c2ccccc2)c1=O`?
CHX counter: 3; Giardia FBPA inh: 13%; Pf growth 96h: 10%; Sm TGR inh: 5%; Shiga inhibitor: -9; Pf growth 48h: -11%

What do the screens show for `O=C(Cc1ccc(Br)cc1)Nc1nc2ccccc2[nH]1`?
CHX counter: 14*; Giardia FBPA inh: 1%; Pf growth 96h: 2%; Sm TGR inh: 11%; Shiga inhibitor: 22; Pf growth 48h: inconclusive

Results for O=C1OCCN1C(=O)[C@H]1[C@H](c2ccc([N+](=O)[O-])cc2)C(c2cccc(Cl)c2)=NN1c1ccc(Br)cc1 ?
CHX counter: -3; Giardia FBPA inh: -2%; Shiga inhibitor: inactive

What do the screens show for `CCOC(=O)/C(=C\Nc1ccccc1C(F)(F)F)Sc1ncc(C(F)(F)F)cc1Cl`?
CHX counter: -5; Giardia FBPA inh: -18%; Sm TGR inh: -6%; Shiga inhibitor: -22; Pf growth 48h: inconclusive

Results for Cc1ccc(C2=Nc3ccccc3N=C(c3ccco3)C2)c(O)c1 ?
CHX counter: 14; Pf growth 96h: 68%[activator]; Sm TGR inh: -14%; Shiga inhibitor: 48; Pf growth 48h: 8%

What do the screens show for `Cc1cc(C)cc(NC2=CC(=O)CC(c3ccco3)C2)c1` (stereo not drawn)?
CHX counter: -6; Giardia FBPA inh: 3%; Sm TGR inh: -11%; Shiga inhibitor: 43; Pf growth 48h: -15%

How did Cc1ccc(-n2nc3c(=O)n(CC(=O)NC4CCCCC4)nc(C)c3c2C)cc1 do in these assays?
CHX counter: 11; Giardia FBPA inh: 9%; Pf growth 96h: inconclusive; Sm TGR inh: 2%; Shiga inhibitor: -7; Pf growth 48h: 28%

Results for O=C(c1ccc(F)cc1)N1CCN(S(=O)(=O)c2ccc(Br)cc2)CC1 ?
CHX counter: -2; Pf growth 96h: inconclusive; Sm TGR inh: -13%; Shiga inhibitor: -5; Pf growth 48h: -3%

Results for COCC1CCCCN1Cc1cn[nH]c1-c1ccc(OC)cc1OC (stereo not drawn) ?
CHX counter: -2; Giardia FBPA inh: 1%; Pf growth 96h: inconclusive; Sm TGR inh: 14%; Shiga inhibitor: -6; Pf growth 48h: 14%

What do the screens show for `Nc1ccc(CCn2ccnc2)cc1`?
CHX counter: -2; Giardia FBPA inh: 1%; Pf growth 96h: inconclusive; Sm TGR inh: 0%; Shiga inhibitor: -4; Pf growth 48h: inconclusive

Results for O=C(c1ccc(OC2CCN(C(=O)c3cccnc3)CC2)cc1)N1CCCCCC1 ?
CHX counter: -2; Giardia FBPA inh: 2%; Pf growth 96h: inconclusive; Sm TGR inh: 0%; Shiga inhibitor: -3; Pf growth 48h: -18%

How did CCOc1ccc(NS(=O)(=O)CC23CCC(CC2=O)C3(C)C)cc1 (stereo not drawn) do in these assays?
CHX counter: 9; Giardia FBPA inh: 0%; Sm TGR inh: -12%; Shiga inhibitor: -17; Pf growth 48h: 5%

What do the screens show for `CC1(C)Cc2ccccc2-c2c1c(=O)n(Cc1ccccc1)c1nnnn21`?
CHX counter: 0; Giardia FBPA inh: 8%; Pf growth 96h: -5%; Sm TGR inh: 4%; Shiga inhibitor: 16; Pf growth 48h: -20%

Among those listed so far, 3 contain a nitro group on carbon.
How did CS(=O)(=O)N1CCN(c2ccc(NC(=O)COc3ccccc3[N+](=O)[O-])cc2)CC1 do in these assays?
CHX counter: 4; Pf growth 96h: -7%; Sm TGR inh: 0%; Shiga inhibitor: -16; Pf growth 48h: 7%

What do the screens show for `CCOc1c(O)ccc(C2NC(=O)NC(C)=C2C(=O)OC)c1[N+](=O)[O-]` (stereo not drawn)?
CHX counter: -2; Giardia FBPA inh: inconclusive; Pf growth 96h: inconclusive; Sm TGR inh: -21%; Shiga inhibitor: -8; Pf growth 48h: 11%

Results for O=C1OCCN1C(=O)[C@H]1[C@H](c2ccc([N+](=O)[O-])cc2)C(c2cccc(Cl)c2)=NN1c1ccc(Br)cc1 ?
CHX counter: -3; Giardia FBPA inh: -2%; Shiga inhibitor: inactive
